Screening results (PubChem BioAssay)
Glioma ERSR ind: induces the endoplasmic reticulum stress response in human glioma cells; Potency, µM, for the others: at the top dose activation, hits mostly activators; AID 602332; U87-MG GRP78 promoter luciferase reporter, 16 h; 0.02% of 420,000 active; further: potency means the concentration at half of the fitted maximal effect; series mostly up to about 76 µM; % of control where 0% means no effect; nearly all actives have a fitted effect of over 35% in size
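ERSR induction read as luciferase luminescence (Bright-Glo, 10 min at room temperature) in stably transfected human U87-MG glioma cells exposed to compounds for 16 h, using GRP78 as sensor.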
USP1 inh: blocks the human USP1/UAF1 deubiquitinase complex; Potency, µM (highest dose often 57.1 µM), for inactives: at the highest dose activity change, negative = inhibition, hits mostly inhibitors; 0.23% of 390,000 active; AID 743255; recombinant USP1/UAF1, Ub-Rhodamine cleavage fluorescence; further: potency means the concentration at half of the fitted maximal effect; on the % scale 0 is the no-effect control and ±100 the full control effect; nearly all actives have a fitted effect of over 60% in size; inactives centre near -12
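Step one: compound is pinned into 1nM USP1/UAF1 in HEPES pH 7.8 buffer with TCEP. Step two: 15 min room-temperature incubation. Step three: Ub-Rho (150nM final) starts cleavage, tracked by fluorescence over six one-minute reads.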
IDH1 R132H inh: blocks human mutant IDH1 R132H enzyme; O75874; IDH1-R132H enzyme, NADPH consumption, diaphorase/resazurin fluorescence; Potency, µM (series often up to 76.6 µM), for the others: at the highest dose activity change, negative = inhibition, actives largely listed as inhibitors; 0.093% of 390,000 active; further: potency means the concentration at half of the fitted maximal effect; on the % scale 0 is the no-effect control and ±100 the full control effect; nearly all actives have a fitted effect of over 65% in size
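IDH1-R132H (0.5 ug/mL) preincubated 30 min with compound, then NADPH (0.016 mM) and alpha-KG (2 mM) added; 80 min at RT, pH 7.5. Remaining NADPH coupled via diaphorase/resazurin to fluorescence (540/590 nm); concentration-response curves normalized to no-enzyme control.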
TrxR1 inh: rat TrxR1 inhibition. AID 588453. recombinant rTrxR1, NADPH fluorescence consumption, selenite substrate. 1% of 390,000 active. O89049. Potency, µM (doses to about 114 µM), for inactives: top-dose activity change, negative = inhibition, usual class: inhibitors; further: potency means the concentration at half of the fitted maximal effect; on the % scale 0 is the no-effect control and ±100 the full control effect; nearly all actives have a fitted effect of over 65% in size
Target sequence (O89049 whole entry, looked up): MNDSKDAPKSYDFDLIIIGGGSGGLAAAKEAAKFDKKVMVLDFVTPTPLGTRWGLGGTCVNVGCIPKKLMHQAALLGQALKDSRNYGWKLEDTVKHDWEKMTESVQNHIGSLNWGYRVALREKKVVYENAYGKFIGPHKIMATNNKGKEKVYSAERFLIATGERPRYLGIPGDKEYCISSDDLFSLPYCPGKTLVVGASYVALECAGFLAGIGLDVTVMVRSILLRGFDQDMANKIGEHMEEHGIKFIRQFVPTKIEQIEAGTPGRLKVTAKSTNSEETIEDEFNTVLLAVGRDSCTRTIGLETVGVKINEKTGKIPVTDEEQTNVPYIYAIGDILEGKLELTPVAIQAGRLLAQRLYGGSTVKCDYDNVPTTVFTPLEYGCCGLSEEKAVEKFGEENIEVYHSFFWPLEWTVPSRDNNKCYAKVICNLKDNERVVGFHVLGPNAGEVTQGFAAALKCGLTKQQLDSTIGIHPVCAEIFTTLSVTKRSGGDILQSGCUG
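Rat TrxR1 (90 nM in the dispensed reagent) was pre-reduced with 400 uM NADPH for 5 min at room temperature, then incubated with compound for 15 min. After 400 uM selenite was added, NADPH fluorescence (Ex 340/Em 450 nm) was followed for 8 min.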
LDHA inh: inhibitors of human lactate dehydrogenase A | P00338 | purified LDHA, NADH/diaphorase-resazurin fluorescence; hits give low values | activity change, % (values are at about 110 or 230 µM) | 0.15% of 480,000 active | AID 1347041; in the data active means activity change below about -30%; inconclusive means mostly about -25% to -30%;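 further: plate controls were DMSO wells for no effect and wells without enzyme for full effect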
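Human LDH5 (2 nM) was incubated with 0.06 mM NADH and 0.2 mM pyruvate for 5 min at room temperature in Tris pH 7.4. Remaining NADH was coupled through diaphorase/resazurin, and resorufin fluorescence was read at 0 and 20 min.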
RGS4 inh: human RGS4 inhibition. Transcreener GDP fluorescence polarization, RGS4-accelerated GTP hydrolysis. Potency, µM (top dose mostly 114 µM), for the others: top-dose activity change, negative = inhibition, usual class: inhibitors. 0.039% of 390,000 active. AID 504845; further: potency means the concentration at half of the fitted maximal effect; on the % scale 0 is the no-effect control and ±100 the full control effect; nearly all actives have a fitted effect of over 75% in size; some results filed as inactive show a strong effect at the top dose
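MLSMR compounds (23 nl, pin-transferred) preincubated 10 min at room temperature with a 500nM (2x) first reagent, then RGS4 at 900nM (2x) plus Transcreener GDP mix added; fluorescence polarization (620/688 nm) read before and after 90 min at 30 °C.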
Vif-APOBEC3G blk: inhibitors of Vif-APOBEC3G interaction; Q9HC16; HeLa A3G-eYFP + Vif (tagged APOBEC3G with the HIV-1 protein that degrades it), YFP fluorescence, overnight; Potency, µM (highest dose often 46.1 µM), without a hit: top-dose activity, negative = active, hits mostly inhibitors; 0.076% of 410,000 active; AID 602310;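 further: potency means the concentration at half of the fitted maximal effect; on the % scale 0 is the no-effect control and ±100 the full control effect; nearly all actives have a fitted effect of over 60% in size; hits raise eYFP signal because A3G escapes Vif-driven loss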
Target sequence (Q9HC16 whole entry, looked up): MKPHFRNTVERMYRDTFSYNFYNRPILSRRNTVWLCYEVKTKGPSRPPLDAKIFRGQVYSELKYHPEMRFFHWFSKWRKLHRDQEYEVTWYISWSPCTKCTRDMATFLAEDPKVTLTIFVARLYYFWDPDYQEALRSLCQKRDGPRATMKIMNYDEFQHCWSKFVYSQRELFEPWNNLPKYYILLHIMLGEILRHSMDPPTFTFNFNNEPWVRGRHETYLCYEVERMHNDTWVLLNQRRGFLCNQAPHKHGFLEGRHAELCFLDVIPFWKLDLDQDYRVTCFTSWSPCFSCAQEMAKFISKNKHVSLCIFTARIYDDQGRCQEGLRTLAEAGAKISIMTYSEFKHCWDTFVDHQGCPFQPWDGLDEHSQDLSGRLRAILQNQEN
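Read-out is eYFP fluorescence (Ex 488/Em 500-530) from Vif-expressing HeLa A3G-eYFP cells; more signal means A3G escaped Vif-mediated degradation. Cells plated overnight, compound pinned in, incubated overnight at 37 deg C.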
TrxR1 substrate: rat thioredoxin reductase 1 substrate activity. O89049. purified TrxR1 substrate turnover, NADPH consumption readout. Potency, µM (titrated, usually from 114 µM), for the others: at the top dose activity change, negative = substrate turnover. 0.01% of 390,000 active. AID 588456; further: potency means the concentration at half of the fitted maximal effect; on the % scale 0 is the no-effect control and ±100 the full control effect; nearly all actives have a fitted effect of over 50% in size
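Rat TrxR1, dispensed at 90 nM, was prereduced with 400 uM NADPH (final) for 5 min at ~22 deg C, then incubated with compound 15 min before 400 uM selenite. A first-read NADPH fluorescence drop versus no-compound background flagged substrates.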
Vif-A3F inh: blocks the Vif interaction with APOBEC3F; HeLa A3F-eYFP + Vif (tagged APOBEC3F with the HIV-1 protein that degrades it), YFP fluorescence increase; Potency, µM (titrated, usually from 46.1 µM), inactives show at the highest dose activity, negative = active; 0.2% of 390,000 active; further: potency means the concentration at half of the fitted maximal effect; % of control where 0% means no effect; nearly all actives have a fitted effect of over 65% in size
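HeLa cells stably expressing A3F-eYFP plus Vif, plated and incubated overnight at 37 deg C, then exposed to compounds overnight at 37 deg C. Blocked degradation read as raised yellow fluorescence (Ex 488/Em 500-530).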
Active calls of the source: *; ? = inconclusive; [ ] = another dose, or the depositor's remark. Unless noted, the call rests on the fitted dose curve; in most records, active means well fitted curve in the direction sought with a large enough effect; inconclusive means small, poorly fitted or top-dose-only effect, or another doubt; inactive means no such curve, though single readings can be large; an effect the other way counts as inactive or inconclusive. Only part of the results is shown (hit frequency here may not be typical).

SMILES | Glioma ERSR ind | USP1 inh | IDH1 R132H inh | TrxR1 inh | LDHA inh | RGS4 inh | Vif-APOBEC3G blk | TrxR1 substrate | Vif-A3F inh
Cc1ccc(/C([O-])=C(/C(=S)NCc2ccc3c(c2)OCO3)[n+]2ccc(N(C)C)cc2)c(C)c1 | 0.3% | -0.5% | -6.0% | -2.5%[57.1 µM] | -0.1 | -32.3% | -3.9% | -6.2%[57.1 µM] | ?
O=C(c1cccc(C(=O)N2CCC(O)(c3ccccc3)CC2)c1)N1CCC(O)(c2ccccc2)CC1 | 1.9% | -26.1% | 0.6% | 21.3% | -1.7 | -8.1% | 1.1% | 3.9% | -5.3%
CCOC(=O)C(C)Oc1ccc2c(C)cc(=O)oc2c1C(C)=O (stereo not given) | -2.0% | 3.8% | -3.4% | -0.8% | 2.3 | 10.6% | 0.9% | 6.2% | 1.1%
CC1CCCC(C)N1C(=O)COC(=O)CNC(=O)c1ccc(Cl)cc1Cl (stereo not given) | -5.1% | -15.7% | 6.2% | -7.2% | -2.9 | -23.6% | -0.1% | -4.3% | 10.1%
Cc1cc(C)n(CCCN2C(=O)c3cccc4cccc(c34)C2=O)n1 | -0.9% | -7.5% | 3.0% | 4.0% | -6.8 | 9.1% | -0.3% | -1.8% | 13.8%
CCOc1ccccc1N1CCN(Cc2ccc(Br)s2)CC1 | -3.5% | ? | 11.1% | 5.4% | -6.4 | -2.8% | 5.7% | 2.6% | -9.4%
O=[N+]([O-])c1ccccc1S(=O)(=O)NCc1ccc(F)cc1 | -0.8% | -14.0% | 5.8% | 15.0%[57.1 µM] | -6.5 | -1.3% | 0.9% | -2.3% | 10.6%
COc1ccc(CNC(=O)/C=C/c2cc([N+](=O)[O-])ccc2OC(F)F)cc1OC | -2.0% | -0.2% | 8.7% | 10.4% | 0.1 | -12.4% | -2.3% | -4.3% | -3.1%
CSc1ncccc1C(=O)NCCc1ccccc1 | 0.1% | -21.2% | 12.4% | 8.3% | -1.2 | 4.7% | 4.4% | -1.8% | 19.3%
Cc1ccc(S(=O)(=O)N2CCCCC2C(=O)N2CCN(c3ccccc3F)CC2)cc1 (stereo not given) | 2.6% | -15.1% | 0.4% | 11.3%[57.1 µM] | -6.7 | -7.0% | -4.7% | 6.2%[57.1 µM] | -2.7%
CCn1c(=O)c2sccc2n2c(CCC(=O)NCc3ccc(Cl)cc3)nnc12 | -2.3% | -15.3% | 0.5% | 3.6% | 2.9 | 4.6% | 2.9% | 5.5% | -1.5%
CC(C)CCNc1ncnc2c1cnn2Cc1ccccc1Cl | -5.3% | -27.2% | 3.7% | 10.1% | 2.2 | -2.8% | -26.4% | -2.3% | -17.4%
Cc1ccc(SCC(=O)NCCN2C(=O)CSC2=O)c(C)c1 | -1.7% | -6.4% | 3.9% | 3.2%[57.1 µM] | 2.5 | -15.1% | 3.0% | 14.5%[57.1 µM] | 0.9%
COn1c(SCc2cccc(Cl)c2)nc2ccccc2c1=O | 0.8% | -6.6% | 0.0% | 8.9% | -3.5 | 3.0% | -4.1% | -0.2% | -1.1%
CCOC(=O)C1CCN(S(=O)(=O)c2c(C)[nH]c(C)c2C(=O)N2CCCC2)CC1 | -2.5% | -17.3% | 1.0% | 24.2% | -0.2 | -10.1%[56.9 µM] | 2.9% | -0.6% | -0.9%
COc1ccc2oc(C(=O)NC(C)c3ccccn3)c(C)c2c1 (stereo not given) | -3.2% | 2.5% | 3.9% | -13.8% | -1.8 | -18.4% | -7.3% | 50.5%[activator] | 1.8%
COc1ccccc1NC(=O)/C(C#N)=C/c1ccncc1 | 0.6% | -21.7% | -8.7% | -26.7% | 0.2 | 14.1% | -0.8% | 4.4% | 1.9%
Cc1ccccc1N1CC(c2nc3ccccc3n2CCC2CCCCC2)CC1=O (stereo not given) | -8.7% | -14.9% | -7.0% | 9.9% | -6.0 | 21.2% | -10.8% | -3.1% | -1.1%
Fc1cccc(Cl)c1C1Nc2cccc3cccc(c23)N1 | 2.5% | -16.8% | -2.7% | 56.2µM* | 12.1 | ? | 0.6% | -3.9% | 0.8%
Cc1ccc(NC(=O)C(C)OC(=O)CCC2CCCCC2)cc1 (stereo not given) | -1.2% | -19.5% | 0.3% | 18.4% | 6.5 | -29.5% | 1.6% | -2.8% | -23.2%

Overlap with the part before: 2 compounds, then new ones.
SMILES | Glioma ERSR ind | USP1 inh | IDH1 R132H inh | TrxR1 inh | LDHA inh | RGS4 inh | Vif-APOBEC3G blk | TrxR1 substrate | Vif-A3F inh
Fc1cccc(Cl)c1C1Nc2cccc3cccc(c23)N1 | 2.5% | -16.8% | -2.7% | 56.2µM* | 12.1 | ? | 0.6% | -3.9% | 0.8%
Cc1ccc(NC(=O)C(C)OC(=O)CCC2CCCCC2)cc1 (stereo not given) | -1.2% | -19.5% | 0.3% | 18.4% | 6.5 | -29.5% | 1.6% | -2.8% | -23.2%
Cc1ccc(C2(COC(=O)C(C)C)CO2)c(OC(=O)C(C)C)c1 (stereo not given) | -1.4% | -5.6% | -15.4% | 11.4% | 0.9 | -18.2% | -3.3% | 1.6% | 9.1%
O=C(CCN1C(=O)C2C3C=CC(C3)C2C1=O)N1CC(=O)N(CCc2ccccc2)C(=O)C1 (stereo not given) | -1.1% | -24.9% | 2.8% | ? | -2.8 | -8.0% | 1.8% | -8.9%[57.1 µM] | 0.0%
CCCn1c(N)c(N(CCOC)C(=O)CSc2c(Cl)cccc2Cl)c(=O)[nH]c1=O | 1.7% | -4.2% | -0.4% | 10.5% | -3.2 | 9.9% | -0.6% | -0.3% | -8.5%
CNC(=O)NC(=O)C(OC(=O)Cc1cccc(C(F)(F)F)c1)c1ccccc1 (stereo not given) | -5.9% | 0.6% | 3.3% | 1.4%[57.1 µM] | -3.1 | 13.4% | -1.3% | -2.1%[57.1 µM] | ?
COc1ccc(N2CCN(C(=O)c3ccc(CNS(=O)(=O)c4cc(C)ccc4C)cc3)CC2)cc1 | -2.0% | -10.6% | 2.7% | 3.3% | -3.5 | -8.4% | 0.2% | -10.2% | -5.5%
CN(CC(=O)Nc1ccccc1C(F)(F)F)C(=O)Cc1ccccc1F | -5.8% | -3.7% | 3.9% | 12.8% | -0.8 | 12.3% | -6.3% | 1.0% | ?
CCNC(=O)Nn1c(C)nnc1C | -4.2% | -16.0% | -0.4% | 1.4% | -7.8 | -7.1% | 0.2% | 2.8% | -1.4%
Cc1ccccc1OCC(=O)Nc1ccccc1-c1ccccc1NC(=O)COc1ccccc1C | -3.6% | -3.3% | -5.8% | -8.9% | -0.5 | -20.5% | -1.1% | -9.6% | -4.3%
CNC(=O)CN(c1cccc2ccccc12)S(C)(=O)=O | -5.8% | -4.3% | 1.2% | 5.9% | -2.4 | -81.0%[11.4 µM] | 4.9% | 8.1%[57.1 µM] | -6.8%
S=c1[nH]nc([C@@H]2C[C@H]2c2ccccc2)n1-c1ccccc1 | -0.2% | -10.5% | 4.5% | -30.6% | -6.8 | -36.8% | -1.1% | -9.9% | ?
COc1ccc(C=O)cc1Cn1cnc2c(cnn2C)c1=O | -3.7% | -17.1% | 3.7% | 26.0% | -5.3 | -2.8%[11.4 µM] | 1.8% | 1.5% | -0.7%
CC(OC(=O)[C@@H](NC(=O)c1ccco1)C(C)C)C(=O)Nc1ncc(Cl)cc1Cl (stereo not given in full) | -3.5% | -12.2% | -1.0% | 5.1% | -15.0 | 24.9% | -0.7% | -4.2% | -5.9%
CCn1c(COc2cc(C)cc(C)c2)nnc1SCC(=O)N1CCN(c2ccccc2)CC1 | -1.2% | -8.0% | 2.4% | 10.3% | -15.1 | 11.5% | 0.4% | 2.9% | -5.0%
C=CCNC(=O)CN1C(=O)C2C3c4ccccc4C(c4ccccc43)C2C1=O (stereo not given) | -1.4% | -12.7% | 1.1% | -6.3% | -3.8 | -3.5% | 7.4% | -11.0% | -6.3%
CCCCC(c1nnnn1CC1CCCO1)N1CCN(c2cc(Cl)ccc2C)CC1 (stereo not given) | -4.4% | -14.7% | 6.8% | -2.8% | 4.9 | -12.4% | -3.9% | -1.6% | 5.6%
COc1cccc(-c2nc(N3CCN(C)CC3)c3ccccc3n2)c1O | 7.2% | -16.7% | -6.0% | -7.2% | 6.0 | 7.0% | 4.6% | -4.9% | 0.0%
CC1CN(S(=O)(=O)c2ccc(C(=O)Nc3nncs3)cc2)CC(C)O1 (stereo not given) | -4.3% | -11.4% | -4.4% | 5.3% | 1.0 | 16.7% | 1.4% | -7.2% | 0.3%
Cn1c(=O)c2[nH]c(CSCc3ccccc3)nc2n(C)c1=O | -0.7% | -9.2% | 6.9% | -0.1% | -11.9 | -11.9% | -4.8% | -4.9% | -15.8%
COCCSc1nnc(NC(=O)c2ccc(NC(=O)C(C)C)cc2)s1 | 1.8% | ? | -1.7% | 16.0% | 0.7 | -7.3% | -0.1% | 7.7% | 0.7%
